# Screening data from PubChem BioAssay.
# INS-1E rescue: INS-1E beta cell protection from cytokine death. protection from cytokine-induced ATP loss, % at 10 µM. 20,000 compounds, 0.1% hits. INS-1E cytokine-induced death, ATP luminescence, 48 h; normalised: neutral wells 0, positive control 100;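 active means mean replicate protection from cytokine-induced ATP loss at least 50% and at least 75% of replicates each reaching 50%; inconclusive means meets only one of the two criteria, mean or replicate share; inactive means fails both the mean and replicate share criteria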
#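 Assay system: INS-1E rat cells / Quantity: 8000 cells per well / Medium: RPMI without phenol red, 5% FBS / Probe or stimulus: three-cytokine cocktail (IFN-γ, TNF-α, IL-1β) / Dosing: one compound concentration, pin transfer / Timing: 48 h co-treatment, 10 min post-lysis read / Technique: CellTiter-Glo luminescence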
# T cruzi HTS: blocks T. cruzi growth inside host cells | activity score (inhibition), % at 5.01 µM | 22,000 compounds, 4.9% hits | intracellular Trypanosoma cruzi in host cells, plate reader | AID 651903; in the data active means activity score above about 55%; inconclusive means no clear call, values can overlap the other calls;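 further: parasites and compound incubated about four days before reading; 0% = median of neutral control wells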
# * = called active by the depositor; ? = inconclusive; nt = no result given.
SMILES,INS-1E rescue,T cruzi HTS
CNC[C@H]1Oc2c(NC(=O)C3CCOCC3)cccc2C(=O)N([C@H](C)CO)C[C@@H]1C,11,-22
C[C@@H]1CCCCO[C@H](CN(C)C(=O)c2ccncc2)[C@@H](C)CN([C@H](C)CO)C(=O)c2cc(NS(=O)(=O)c3ccc(Cl)cc3)ccc2O1,1,-2
C[C@@H]1CN([C@H](C)CO)C(=O)c2cc(NC(=O)Cc3ccccc3)ccc2O[C@@H]1CN(C)Cc1ccccc1,-7,-6
C[C@H]1CN([C@@H](C)CO)C(=O)c2cccc(NS(=O)(=O)c3ccc(Cl)cc3)c2O[C@H]1CN(C)Cc1ccc(Cl)c(Cl)c1,-26,15
Cc1noc(C)c1NC(=O)N(C)C[C@@H]1Oc2ccc(NS(=O)(=O)c3ccc(F)cc3)cc2CC(=O)N([C@H](C)CO)C[C@@H]1C,7,-14
C[C@H](CO)N1C[C@H](C)[C@H](CN(C)Cc2ccc(C(=O)O)cc2)Oc2ccc(NS(=O)(=O)c3cn(C)cn3)cc2C1=O,-1,-15
CNC[C@H]1Oc2ccc(NC(=O)Nc3ccc(OC)cc3)cc2CC(=O)N([C@@H](C)CO)C[C@H]1C,11,-6
C[C@H]1CN([C@@H](C)CO)C(=O)c2cc(NS(=O)(=O)c3ccc(F)cc3)ccc2O[C@@H]1CN(C)C(=O)Nc1ccc(C(F)(F)F)cc1,nt,7
CNC[C@@H]1OCCCC[C@@H](C)Oc2ccc(NC(=O)Nc3ccc4c(c3)OCO4)cc2C(=O)N([C@H](C)CO)C[C@@H]1C,7,-14
C[C@H](CO)N1C[C@H](C)[C@H](CN(C)S(=O)(=O)c2ccc(F)cc2)Oc2ncc(C#Cc3ccc(F)cc3)cc2C1=O,nt,66*
C[C@H](CO)N1C[C@H](C)[C@@H](CN(C)C)Oc2ccc(NS(=O)(=O)c3ccc(Cl)cc3)cc2C1=O,8,0
C[C@@H]1CN([C@@H](C)CO)C(=O)c2cc(NC(=O)C3CC3)ccc2O[C@H]1CN(C)C(=O)Nc1ccc(C(F)(F)F)cc1,-3,-9
C[C@H](CO)N1C[C@H](C)[C@H](CN(C)C(=O)Nc2ccc3c(c2)OCO3)Oc2ccc(NS(=O)(=O)c3cn(C)cn3)cc2CC1=O,9,-23
Cc1noc(C)c1NC(=O)Nc1cccc2c1O[C@@H](CN(C)Cc1ccc(C(=O)Nc3ccccc3N)cc1)[C@@H](C)CN([C@H](C)CO)C2=O,-3,37
C[C@@H]1CN([C@H](C)CO)C(=O)Cc2cc(NC(=O)c3ccncc3)ccc2O[C@H]1CN(C)Cc1ccc(C(=O)O)cc1,2,-1
COc1ccc(NC(=O)N(C)C[C@@H]2OCc3cn(nn3)CCCC(=O)N([C@H](C)CO)C[C@@H]2C)cc1,nt,-1
Cc1noc(C)c1S(=O)(=O)Nc1ccc2c(c1)CC(=O)N([C@H](C)CO)C[C@H](C)[C@H](CN(C)C(=O)Nc1ccc(F)cc1)O2,7,8
COc1ccc(NC(=O)N(C)C[C@H]2Oc3ccc(NC(=O)Nc4ccccc4)cc3C(=O)N([C@@H](C)CO)C[C@@H]2C)cc1,5,-9
C[C@H]1CN([C@@H](C)CO)C(=O)c2cccc(NC(=O)Nc3ccc4c(c3)OCO4)c2O[C@@H]1CN(C)C(=O)Nc1ccccc1,2,16
C[C@@H]1CN([C@H](C)CO)C(=O)Cc2cc(NS(=O)(=O)c3cccs3)ccc2O[C@@H]1CN(C)Cc1ccc2c(c1)OCO2,3,6

# Some of the entries so far, with two lines to a compound.
# Results follow in this order: INS-1E rescue | T cruzi HTS
> C[C@H]1CN([C@@H](C)CO)C(=O)c2cc(NS(=O)(=O)c3ccc(F)cc3)ccc2O[C@@H]1CN(C)C(=O)Nc1ccc(C(F)(F)F)cc1
    nt | 7
> CNC[C@@H]1OCCCC[C@@H](C)Oc2ccc(NC(=O)Nc3ccc4c(c3)OCO4)cc2C(=O)N([C@H](C)CO)C[C@@H]1C
    7 | -14
> C[C@H](CO)N1C[C@H](C)[C@H](CN(C)S(=O)(=O)c2ccc(F)cc2)Oc2ncc(C#Cc3ccc(F)cc3)cc2C1=O
    nt | 66*
> C[C@H](CO)N1C[C@H](C)[C@@H](CN(C)C)Oc2ccc(NS(=O)(=O)c3ccc(Cl)cc3)cc2C1=O
    8 | 0
> C[C@@H]1CN([C@@H](C)CO)C(=O)c2cc(NC(=O)C3CC3)ccc2O[C@H]1CN(C)C(=O)Nc1ccc(C(F)(F)F)cc1
    -3 | -9
> C[C@H](CO)N1C[C@H](C)[C@H](CN(C)C(=O)Nc2ccc3c(c2)OCO3)Oc2ccc(NS(=O)(=O)c3cn(C)cn3)cc2CC1=O
    9 | -23
> Cc1noc(C)c1NC(=O)Nc1cccc2c1O[C@@H](CN(C)Cc1ccc(C(=O)Nc3ccccc3N)cc1)[C@@H](C)CN([C@H](C)CO)C2=O
    -3 | 37
> C[C@@H]1CN([C@H](C)CO)C(=O)Cc2cc(NC(=O)c3ccncc3)ccc2O[C@H]1CN(C)Cc1ccc(C(=O)O)cc1
    2 | -1
> COc1ccc(NC(=O)N(C)C[C@@H]2OCc3cn(nn3)CCCC(=O)N([C@H](C)CO)C[C@@H]2C)cc1
    nt | -1
> Cc1noc(C)c1S(=O)(=O)Nc1ccc2c(c1)CC(=O)N([C@H](C)CO)C[C@H](C)[C@H](CN(C)C(=O)Nc1ccc(F)cc1)O2
    7 | 8

# The results go on.
SMILES,INS-1E rescue,T cruzi HTS
C[C@H]1CN([C@@H](C)CO)C(=O)c2cccc(NC(=O)NC3CCCCC3)c2O[C@H]1CN(C)Cc1ccc(C(=O)O)cc1,8,-27
C[C@H]1CN([C@@H](C)CO)C(=O)Cc2cc(NC(=O)C3CCCCC3)ccc2O[C@@H]1CN(C)C(=O)Nc1ccccc1,9,-2
C[C@H](CO)N1C[C@H](C)[C@H](CN(C)C(=O)Nc2ccc3c(c2)OCCO3)OCc2cnnn2CCCC1=O,nt,-22
C[C@H](CO)N1C[C@H](C)[C@H](CN(C)C(=O)Nc2ccc(C(F)(F)F)cc2)Oc2ccc(NS(C)(=O)=O)cc2C1=O,nt,-10
C[C@@H]1CN([C@@H](C)CO)C(=O)c2cc(NS(=O)(=O)c3ccccc3)ccc2O[C@H]1CN(C)S(=O)(=O)c1ccc(Cl)cc1,-15,13
COc1ccc(S(=O)(=O)N(C)C[C@@H]2Oc3ccc(N(C)C)cc3C(=O)N([C@H](C)CO)C[C@H]2C)cc1,3,-1
Cc1noc(C)c1S(=O)(=O)N(C)C[C@@H]1Oc2ccc(NS(=O)(=O)c3ccc(Cl)cc3)cc2C(=O)N([C@H](C)CO)C[C@@H]1C,-6,6
Cc1noc(C)c1NC(=O)N(C)C[C@@H]1Oc2c(NC(=O)Nc3ccc(F)cc3)cccc2C(=O)N([C@H](C)CO)C[C@@H]1C,7,-4
C[C@H]1CN([C@@H](C)CO)C(=O)c2cccc(NC(=O)c3cnccn3)c2O[C@@H]1CN(C)S(=O)(=O)c1ccc(F)cc1,7,0
C[C@@H]1CN([C@@H](C)CO)C(=O)CCCn2nncc2CO[C@@H]1CN(C)Cc1cccc2c1OCCCO2,nt,-11
Cc1cc(C(=O)Nc2cccc3c2O[C@@H](CN(C)C(=O)NC2CCCCC2)[C@H](C)CN([C@@H](C)CO)C3=O)n(C)n1,15,-1
C[C@H]1CN([C@@H](C)CO)C(=O)c2cc(NC(=O)NC3CCCCC3)ccc2O[C@H]1CN(C)Cc1ccc(Cl)c(Cl)c1,-9,-15
C[C@H](CO)N1C[C@H](C)[C@@H](CN(C)S(=O)(=O)c2cn(C)cn2)Oc2c(NC(=O)Nc3ccc(C(F)(F)F)cc3)cccc2C1=O,8,-5
C[C@@H]1CN([C@H](C)CO)C(=O)c2cc(NS(=O)(=O)c3ccccc3)ccc2O[C@@H]1CN(C)C,12,1
C[C@@H]1CN([C@@H](C)CO)C(=O)c2cccc(NC(=O)Nc3ccc4c(c3)OCO4)c2O[C@@H]1CN(C)C,6,-53
C[C@@H]1CCCCO[C@H](CN(C)C(=O)C2CCCCC2)[C@@H](C)CN([C@H](C)CO)C(=O)c2cc(NS(=O)(=O)c3ccc(Cl)cc3)ccc2O1,5,16
C[C@H]1CN([C@@H](C)CO)C(=O)Cc2cc(NC(=O)Cc3cn(C)c4ccccc34)ccc2O[C@H]1CN(C)S(=O)(=O)c1ccc(Cl)cc1,-7,-2
C[C@@H]1CN([C@H](C)CO)C(=O)c2cccc(NC(=O)C3CCCCC3)c2O[C@H]1CN(C)S(=O)(=O)c1cccs1,-1,17
C[C@H]1CN([C@@H](C)CO)C(=O)c2cccc(NC(=O)NC3CCCCC3)c2O[C@@H]1CN(C)Cc1ccc(Cl)c(Cl)c1,-7,?
Cc1noc(C)c1NC(=O)N(C)C[C@@H]1Oc2ccc(NC(=O)C3CC3)cc2C(=O)N([C@H](C)CO)C[C@@H]1C,9,-8
Cc1noc(C)c1S(=O)(=O)N(C)C[C@@H]1OCc2cn(nn2)CCCC(=O)N([C@H](C)CO)C[C@H]1C,nt,-15
C[C@H](CO)N1C[C@H](C)[C@@H](CN(C)C(=O)Nc2ccc(F)cc2)Oc2c(NS(=O)(=O)c3cccs3)cccc2C1=O,6,-12
C[C@H](CO)N1C[C@H](C)[C@@H](CN(C)C(=O)Nc2ccc(F)cc2)Oc2c(NC(=O)c3ccc(-c4nccs4)cc3)cccc2C1=O,5,-2
C[C@@H]1CN([C@@H](C)CO)C(=O)c2cc(NC(=O)Nc3ccc(C(F)(F)F)cc3)ccc2O[C@@H]1CN(C)Cc1ccccc1,-44,42
C[C@@H]1CN([C@H](C)CO)C(=O)c2cccc(NC(=O)Nc3cccc4ccccc34)c2O[C@H]1CN(C)S(=O)(=O)c1ccccc1,18,21
C[C@@H]1CN([C@H](C)CO)C(=O)c2cccc(NC(=O)c3ccc(-c4nccs4)cc3)c2O[C@@H]1CN(C)C,0,-55
C/C=C(C)\C=N\NC(=O)CCCCC(=O)NO,10,-1
C[C@@H]1CN([C@@H](C)CO)C(=O)Cc2cc(NS(=O)(=O)c3cn(C)cn3)ccc2O[C@@H]1CN(C)C(=O)Nc1ccc(F)cc1,3,-14
CNC[C@@H]1Oc2ccc(NS(=O)(=O)c3ccccc3)cc2CC(=O)N([C@H](C)CO)C[C@H]1C,3,1
Cc1cc(C(=O)Nc2cccc3c2O[C@H](CN(C)C(=O)Nc2ccc(C(F)(F)F)cc2)[C@@H](C)CN([C@@H](C)CO)C3=O)n(C)n1,6,-12
C[C@@H]1CCCCO[C@@H](CN(C)Cc2ccc(C(=O)O)cc2)[C@@H](C)CN([C@H](C)CO)C(=O)c2cc(NS(=O)(=O)c3ccc(Cl)cc3)ccc2O1,8,0
C[C@H]1CN([C@@H](C)CO)C(=O)c2cccc(NC(=O)Nc3ccc(F)cc3)c2O[C@@H]1CN(C)Cc1ccncc1,1,-12
C[C@H]1CN([C@@H](C)CO)C(=O)Cc2cc(NC(=O)Nc3ccc(F)cc3)ccc2O[C@H]1CN(C)Cc1ccccc1,-10,25
C[C@H](CO)N1C[C@H](C)[C@H](CN(C)Cc2ccccc2)OCc2cn(nn2)CCCC1=O,nt,-4
C[C@@H]1CN([C@@H](C)CO)C(=O)c2cccc(NS(=O)(=O)c3cccs3)c2O[C@@H]1CN(C)S(=O)(=O)c1ccc(F)cc1,3,0
C[C@@H]1CN([C@@H](C)CO)C(=O)c2cc(NC(=O)Nc3cccc4ccccc34)ccc2O[C@H]1CN(C)C(=O)Nc1cccc2ccccc12,nt,-12
Cc1ccc(S(=O)(=O)Nc2ccc3c(c2)C(=O)N([C@H](C)CO)C[C@H](C)[C@H](CN(C)C(=O)CCC(F)(F)F)OCCCC[C@@H](C)O3)cc1,3,0
COc1ccc(CN(C)C[C@H]2Oc3ccc(NC(=O)Nc4cccc5ccccc45)cc3CC(=O)N([C@@H](C)CO)C[C@H]2C)cc1,0,27
Cc1noc(C)c1NC(=O)N(C)C[C@H]1Oc2c(NC(=O)c3nc4ccccc4s3)cccc2C(=O)N([C@H](C)CO)C[C@@H]1C,6,10
CNC[C@H]1Oc2c(NS(=O)(=O)c3ccc(C)cc3)cccc2C(=O)N([C@H](C)CO)C[C@H]1C,12,-24
C[C@@H]1CCCCO[C@H](CN(C)C(=O)Nc2ccccc2)[C@@H](C)CN([C@H](C)CO)C(=O)c2cc(NS(=O)(=O)c3cccs3)ccc2O1,-1,5
Cc1ccc(S(=O)(=O)Nc2ccc3c(c2)C(=O)N([C@H](C)CO)C[C@H](C)[C@H](CN(C)C)O3)cc1,-1,-8
Cc1noc(C)c1S(=O)(=O)Nc1cccc2c1O[C@@H](CN(C)CC1CC1)[C@@H](C)CN([C@@H](C)CO)C2=O,1,-15
C[C@@H]1CN([C@@H](C)CO)C(=O)c2cccc(NC(=O)Nc3ccc4c(c3)OCO4)c2O[C@H]1CN(C)S(=O)(=O)c1ccc(Cl)cc1,2,13
COc1ccc(S(=O)(=O)Nc2cccc3c2O[C@@H](CN(C)CC2CCCCC2)[C@@H](C)CN([C@@H](C)CO)C3=O)cc1,-4,-12
C[C@H](CO)N1C[C@H](C)[C@@H](CN(C)C(=O)Nc2ccc(F)cc2)Oc2c(NC(=O)Nc3ccc(F)cc3)cccc2C1=O,8,-3
C[C@@H]1CN([C@@H](C)CO)C(=O)c2cc(NC(=O)CCN3CCOCC3)ccc2O[C@@H]1CN(C)S(C)(=O)=O,4,-15
COc1ccc(/C=N/NC(=O)c2ccccc2O)cc1OC,-28,-9
